Insulin prom inh = TRM-6 insulin promoter activity inhibition; inhibition, % at 2 µM; 130,000 tested, 0.9% active; TRM-6 cells (human fetal islet line), insulin promoter-eGFP reporter, imaging; reporter expression induced with tamoxifen;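 active means inhibition above the mean plus 3 SD, with well images judged a real hit on visual review, cut at about 60% in these data, passing the limit was not always enough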
sdo1 growth = restores growth of sdo1-depleted yeast. S. cerevisiae sdo1-depleted JHY4D growth rescue, OD600 30 h; active compounds read high; pdr5 snq2 efflux-pump mutant strain. z-score at 10 µM. 140,000 tested, 0.21% active. AID 817;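 active means z-score above 3 at both the 24 hr and the 30 hr optical density reads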;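 further: z-score against mean and SD of all compound wells on the same plate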
sdo1 growth Rescue 24 h = second read-out of sdo1 growth, no call of its own (marks repeat the call); z-score; S. cerevisiae sdo1-depleted JHY4D growth rescue, OD600; measured here: growth rescue at 24 h;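 0 is the plate mean of compound wells and units are plate SD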
Starred values were filed as active, the others as inactive; / = no result given.

Compound | Insulin prom inh | sdo1 growth | sdo1 growth Rescue 24 h
COc1ccc2nc(NC(C)=O)sc2c1 | -5 | -0.17 | -0.56
CN(C)S(=O)(=O)c1ccc(NC(=O)c2cccnc2)cc1 | 29 | 0.66 | 1.1
Cc1ccccc1N=C1Nc2ccccc2CS1 | / | -1.1 | 0.69
CCOc1cc(/C=C2/SC(=O)N(CC(=O)N3CCc4ccccc4C3)C2=O)ccc1OCC(=O)O | 5 | 0.22 | -0.08
COC(=O)c1c(NC(=O)CSc2nnc(C)c(=O)[nH]2)sc(C)c1C | 25 | / | /
CC(C)CC(=O)Nc1ccccc1-c1nnn(CC(=O)N2CCOCC2)n1 | 3 | 0.08 | -0.51
COc1ccc(Nc2nc(N)nc(CSC(=S)N3CCCCC3)n2)cc1 | -8 | / | /
NC(=O)CN1CCN(C(=O)Nc2ccccc2)CC1 | / | 2.3 | 2.5
Cc1ccc(-c2nnc(Oc3ccc(NC(=O)c4ccccc4)cc3)c3ccccc23)cc1 | 30 | -0.78 | 0.19
Cc1ccc(NC(=O)C2CCCN2C(=O)NC2CCCCC2)c(C)c1 (stereo unspecified) | -39 | 0.56 | -0.03
CC(=O)c1ccc2c(c1)N(C)c1ccccc1S2 | 44 | -0.24 | -0.2
O=C1CCCC(NCCCCCCNC2=C([N+](=O)[O-])C(=O)CCC2)=C1[N+](=O)[O-] | / | -0.07 | -0.76
COc1ccc(/C=N/Nc2ncnc3sc4c(c23)CCCC4)cc1OC | -17 | -0.62 | -0.59
COc1cc(OC)cc(C(=O)NC(C)c2ccc(Br)cc2)c1 (stereo unspecified) | -12 | / | /
CON1C(=O)C(=O)N(OC)C(C)(C)C1(C)C | / | 0.31 | 0.18
CC1CN(S(=O)(=O)c2ccc(NC(=O)c3ccco3)cc2)CC(C)O1 (stereo unspecified) | 7 | 1.2 | 0.97
O=C(/C=C/c1ccco1)Nc1nc(-c2ccccc2)cs1 | 34 | -1.4 | -1.6
COc1ccccc1C(=O)NCC(=O)OCc1csc(-c2ccccc2)n1 | 13 | -0.98 | -0.87
CCOC(=O)c1cnc2sccn2c1=O | -28 | -0.17 | -0.88
CC(C)(C)c1nc(SCC(=O)N2CC(=O)Nc3ccccc32)c2ccccc2n1 | -20 | / | /
Cc1ccc[n+](/C(=C\C(=C=[N-])C#N)C(=O)c2ccc(Cl)cc2)c1 | -21 | / | /
COc1cccc(NC(=S)N2CCC(N(C)CC3CCCO3)CC2)c1 (stereo unspecified) | 11 | 0.14 | -0.37
COC(=O)NC1CCC(CC2CCC(NC(=O)OC)CC2)CC1 (stereo unspecified) | -19 | -0.49 | -0.42
COC(=O)c1ccccc1NC(=O)N1c2ccccc2Sc2ccccc21 | -38 | 0.01 | 0.38
Cc1cc(N2C(=O)CC(C(C)c3ccccc3)C2=O)no1 (stereo unspecified) | -3 | 1.3 | 0.7
Cc1ccc(C(=O)C[n+]2cccc3ccccc32)cc1 | -96 | 0.59 | 0.22
Fc1ccc(C2c3[nH]c4ccccc4c3CCN2Cc2cccn2-c2ncccn2)cc1 (stereo unspecified) | 7 | / | /
Cc1cc(Nc2ccccc2F)n2nc(C)nc2n1 | 10 | 1.2 | 1.1
O=C(Nc1ccc(F)cc1)N1CCn2c(nc3ccccc32)C1 | / | 0.94 | 1.1
CCOC(=O)C1=C(C)NC(C)=C(C(=O)OCC)C1/C=C/c1ccccc1OC | / | -0.06 | 0.12
CCCCC1OC23CCCCC2C(C#N)(C#N)C1(C#N)C(=N)O3 (stereo unspecified) | 17 | -0.88 | -0.49
Cc1nc2ccccc2c2c1C(=O)N(CCC1=CCCCC1)C2=O | 35 | -0.25 | 1.4
CN(C(=O)CSc1nc2c(c(=O)[nH]1)CCC2)c1ccccc1 | -18 | / | /
C=CCOc1ccccc1CNCCCN1CCOCC1 | 32 | 0.01 | -0.49
Cc1ccc(-c2nc(CS(=O)CC(=O)NCc3ccccn3)c(C)o2)cc1 (stereo unspecified) | / | -0.02 | 0.24
CCCOC(=O)c1ccc(Nc2cc(C)nc3ncnn23)cc1 | / | -0.22 | -0.15
COC(=O)c1ccc(CSc2nc3cc(Cl)ccc3s2)o1 | -3 | -0.31 | 0.07
COc1cc(S(=O)(=O)NCCCN2CCOCC2)ccc1Cl | 12 | -0.75 | -0.8
Cc1c(C(=O)NCc2ccccn2)oc2ccccc12 | 14 | 0.43 | 1
O=C(CSc1nc2ccncc2[nH]1)Nc1ccccc1C(F)(F)F | -15 | 1.9 | 1.3
Cc1cccc(C(=O)Nc2onc(C)c2C#N)c1 | 0 | 0.94 | 0.98
Cn1c(=O)n(C)c2cc(NC(=O)C(F)(F)F)ccc21 | 68 | -0.05 | -0.27
CN(C)c1ccc(-c2nn3c(-c4ccc(Cl)cc4)nnc3s2)cc1 | 19 | -0.95 | -0.78
COc1ccc(OCC(=O)OC(C)CN2CCOCC2)cc1 (stereo unspecified) | -169 | 1.6 | 1
CCCCN1C(=O)C(NC(=O)c2cccnc2)(C(F)(F)F)C2=C1CC(C)(C)CC2=O (stereo unspecified) | 20 | 0.21 | -0.81
O=C(COC(=O)CCCSc1nc2ccccc2[nH]1)Nc1ccc(Oc2ccccc2)cc1 | / | 0.05 | 0.51
Cc1ccc(Cl)cc1N1CCN(C(=O)c2cn(C)c(=O)c3c2c2ccccc2n3C)CC1 | 69 | -1.9 | -0.66
CCn1c(COc2cccc(OC)c2)nnc1SCC(=O)N1CCOCC1 | -79 | 0.32 | -0.07
Cc1ccc(C(=O)Oc2oc(-c3ccccc3)nc2C=Nc2ccc(N(C)C)cc2)cc1 | 17 | 0.21 | 1
Cc1[nH]n(-c2ccccc2)c(=S)c1C=NCCCN=Cc1c(C)[nH]n(-c2ccccc2)c1=S | 42 | 0.65 | 1.4
CC(=O)c1cc(CN2CCC(N3CCC(C(=O)N4CCCC4)CC3)CC2)cs1 | -27 | / | /
Cc1nnc(NC(=O)c2ccc3ccccc3c2)o1 | -29 | -0.8 | -1.2
Cc1ccc(S(=O)(=O)N2CCCC2C(=O)OCc2nc3ccccc3s2)cc1 (stereo unspecified) | -8 | -0.67 | -0.58
O=S(=O)(c1ccc(Cl)cc1)N1CCN(C2CCN(Cc3ccccc3)CC2)CC1 | -29 | -2.3 | -2.4
CCN1CCc2c(sc(NC(=S)NC(=O)c3ccccc3)c2C#N)C1 | -46 | 1.2 | 0.87
Cc1ccc(C)c(OCC(O)CN2CCC(C)CC2)c1C (stereo unspecified) | / | 0.04 | -0.33
Cc1occc1C(=O)NNC(=O)C1CCCC1 | 10 | / | /
Cc1csc(NC(=O)c2ccc(N3CCCC3=O)cc2)n1 | 33 | / | /
CC(=O)NC1(NC(C)=O)CCN(C)CC1 | -65 | / | /
CCC(C)(C)n1nnnc1C(C(C)C)N(CCCO)Cc1cc2cc(C)ccc2[nH]c1=O (stereo unspecified) | -45 | -0.15 | 0.09

Later entries
Compound | Insulin prom inh | sdo1 growth | sdo1 growth Rescue 24 h
N#Cc1ccccc1CSc1ccccn1 | -250 | 0.18 | -0.84
Cc1ccc(S(=O)(=O)NCCNC(=O)c2cc(OCC(F)(F)F)ccc2OCC(F)(F)F)cc1 | -86 | -0.19 | -0.54
COc1ccc(Oc2nc(-c3ccccc3)ncc2C(=O)O)cc1 | 54 | / | /
COC(=O)c1ccccc1NC(=O)CCCn1nc([N+](=O)[O-])cc1C | -21 | / | /
CCOC(=O)CNC(=O)C1c2cc(OC)c(OC)cc2C(=O)N(C)C1c1ccccc1F (stereo unspecified) | 0 | 2.2 | 2.3
COCCCNC(=O)C(F)(F)C(F)(F)C(=O)NCCCOC | -69 | 1.3 | 0.93
O=C(Nn1c(SCc2ccccc2F)nc2ccsc2c1=O)c1ccccc1 | -41 | -0.1 | 0.44
COc1ccc(C2=NOC(C(=O)NCc3ccccc3)C2)cc1 (stereo unspecified) | 9 | -0.46 | -0.78
CCC(=O)c1cn(CC(=O)NCc2cccnc2)c2ccccc12 | 43 | -0.1 | -0.29
CCOC(=O)/C(C#N)=C\c1cccnc1 | -7 | / | /
CCOC(=O)c1sc(NC(=O)c2ccc(OC(C)=O)cc2)nc1C | -40 | / | /
C=CCn1c(COc2ccc(Cl)cc2)nnc1SCc1ccc(C#N)cc1 | 17 | -1.9 | -1.3
CCCn1c(NC(=O)c2cccc(S(=O)(=O)N3CCCC3)c2)nc2ccccc21 | -100 | -1 | -0.73
CC(=O)c1sc(NC(=O)c2cccc(C)c2)nc1C | 11 | / | /
Cc1nnc(Nc2ccccc2)n(N)c1=O | 3 | 0.38 | 0.03
CCN(CC)CCN(C(=O)CCOc1ccccc1)c1nc2ccc(F)cc2s1 | 22 | / | /
CC1(C)CSC(=NCc2ccccc2)N1C(=O)c1cccc([N+](=O)[O-])c1 | / | 0.5 | -0.24
CC(=O)c1cnn(-c2cc(Oc3ccc(F)cc3)ncn2)c1C | -21 | -0.42 | -1.2
CCC(=O)c1ccc(OCC(=O)NCCc2ccccn2)cc1 | -8 | / | /
C/C(=N/NC(=O)c1ccc(NC(=O)c2ccc(F)cc2)cc1)c1ccccc1 | / | 1.3 | 2.4
O=C1NCCN(Cc2cccc(Oc3ccccc3)c2)C1CC(=O)N1CCCO1 (stereo unspecified) | 0 | / | /
CCCC1(C(=O)O)NC(c2cccc(OC)c2O)C2C(=O)N(c3ccccc3)C(=O)C21 (stereo unspecified) | / | 0.58 | 0.53
CC(C)(C)c1cc(-c2ccco2)c(C#N)c(SCC#N)n1 | -6 | -0.62 | -0.3
O=C(CNCC1CCCO1)Nc1ccccc1-n1cccc1 (stereo unspecified) | 13 | 0.88 | 0.76
O=C(N/N=C/c1ccc(O)cc1)c1cc[n+](Cc2ccccc2)cc1 | / | 0.77 | 0.39
C[n+]1cccc(C(=O)NCC2CCCO2)c1 (stereo unspecified) | 0 | 1.8 | 2.6
COc1cccc(C(=O)N2CCN(Cc3ccccc3[N+](=O)[O-])CC2)c1 | / | -0.07 | -0.09
CSc1cccc(NC(=O)c2ccccc2N(C)S(C)(=O)=O)c1 | -17 | 0.53 | 0.29
CCc1ccc2c(c1)[C@]1(C(=O)N2)[C@@H]2C(=O)N(Cc3ccccc3)C(=O)[C@@H]2[C@@H]2CCCN21 | -57 | -0.68 | -0.41
CC(O)c1nc2ccccc2n1CCOc1ccccc1 (stereo unspecified) | 25 | 0.8 | -0.05

Three compounds already listed, sorted by molar mass, ascending:
Compound | Insulin prom inh | sdo1 growth | sdo1 growth Rescue 24 h
O=C(N/N=C/c1ccc(O)cc1)c1cc[n+](Cc2ccccc2)cc1 | / | 0.77 | 0.39
Cc1ccc(-c2nnc(Oc3ccc(NC(=O)c4ccccc4)cc3)c3ccccc23)cc1 | 30 | -0.78 | 0.19
CCC(C)(C)n1nnnc1C(C(C)C)N(CCCO)Cc1cc2cc(C)ccc2[nH]c1=O (stereo unspecified) | -45 | -0.15 | 0.09

Next results.
Compound | Insulin prom inh | sdo1 growth | sdo1 growth Rescue 24 h
N#C/C(=C\c1cn[nH]c1-c1ccc(Cl)cc1)C(=O)NCc1ccccc1 | 14 | -1.5 | -1.1
Cc1ccc(C(=O)CCNc2ccc(Br)cc2)o1 | -155 | 0.77 | 0.19
CCn1c(=O)c(=O)n(CC)c2cc(S(=O)(=O)Nc3cccc(OC)c3)ccc21 | / | 0.29 | 0.97
c1cc2ccc3ccc(-n4cnnn4)c4ccc(c1)c2c34 | 28 | 0.19 | 0.47
O=C1Cn2c(nc3ccccc32)N1c1ccccc1F | 21 | 0.5 | -0.28
CCOC(=O)c1cccc(Nc2ncnc3ccc(C)cc23)c1 | 27 | -1.1 | -0.28
CCN(CC)S(=O)(=O)c1ccc(N2CCOCC2)c(NC(=O)c2cc(-c3ccccn3)nc3ccccc23)c1 | -79 | / | /
COc1ccccc1OCCn1cc(C(=O)c2ccco2)c2ccccc21 | -75 | -0.57 | -0.18
COc1ccc(CCN=C(NS(=O)(=O)c2ccccc2)c2ccccc2)cc1OC | -27 | / | /
NC(=S)N=Nc1c(O)n(Cc2ccc(Br)cc2)c2ccccc12 | / | -1.8 | -1.2
COc1cc(CCC(=O)OCC(=O)Nc2cccc(S(N)(=O)=O)c2)cc(OC)c1OC | / | 1 | 1.1
O=C(O/N=C1\CCS(=O)(=O)c2sccc21)c1ccccc1 | 0 | 0.06 | -0.05
COc1nc2ccccc2nc1CCC(=O)O | -50 | / | /
O=C(CSc1nnnn1Cc1ccccc1)c1ccccc1F | 93* | / | /
O=[N+]([O-])c1ccc(N2CCN(S(=O)(=O)Cc3ccccc3)CC2)cc1N1CCOCC1 | 20 | -1.4 | -0.64
Cc1nn2c(N)c(C#N)cnc2c1-c1ccccc1 | 33 | 0.75 | 0.89
NC(=O)c1sc2nc3c(c(-c4cccnc4)c2c1N)CCC3 | -288 | 0.58 | 0.27
Cc1ccccc1NC(=O)CSc1nc(N)c(C#N)c(-c2cccs2)c1C#N | -200 | 0.32 | 0.81

Molecules from the list above containing a cyano group, in the order listed:
Compound | Insulin prom inh | sdo1 growth | sdo1 growth Rescue 24 h
Cc1ccc[n+](/C(=C\C(=C=[N-])C#N)C(=O)c2ccc(Cl)cc2)c1 | -21 | / | /
CCCCC1OC23CCCCC2C(C#N)(C#N)C1(C#N)C(=N)O3 (stereo unspecified) | 17 | -0.88 | -0.49
Cc1cccc(C(=O)Nc2onc(C)c2C#N)c1 | 0 | 0.94 | 0.98
CCN1CCc2c(sc(NC(=S)NC(=O)c3ccccc3)c2C#N)C1 | -46 | 1.2 | 0.87
N#Cc1ccccc1CSc1ccccn1 | -250 | 0.18 | -0.84
CCOC(=O)/C(C#N)=C\c1cccnc1 | -7 | / | /
C=CCn1c(COc2ccc(Cl)cc2)nnc1SCc1ccc(C#N)cc1 | 17 | -1.9 | -1.3
CC(C)(C)c1cc(-c2ccco2)c(C#N)c(SCC#N)n1 | -6 | -0.62 | -0.3
N#C/C(=C\c1cn[nH]c1-c1ccc(Cl)cc1)C(=O)NCc1ccccc1 | 14 | -1.5 | -1.1
Cc1nn2c(N)c(C#N)cnc2c1-c1ccccc1 | 33 | 0.75 | 0.89
Cc1ccccc1NC(=O)CSc1nc(N)c(C#N)c(-c2cccs2)c1C#N | -200 | 0.32 | 0.81

Compound activity as filed in PubChem BioAssay.
